# S3 lipid droplet: qHTS Assay for Lipid Storage Modulators in Drosophila S3 Cells. Potency in µM for hits, for the others lipid storage change, negative = inhibition, % at the top dose, mostly 46.1 µM. AID 2685. 0.64% of 320,000 active. Drosophila S3 cells, BODIPY lipid droplet fluorescence, 18-24 h; cells fed with added oleic acid; active = well fitted inhibition curve with a large enough effect in the signal ratio, with a control signal flat, not every such curve was filed as active; inconclusive = small, poorly fitted or top-dose-only effect, or effect the other way, or a change in a side signal; the % refers to the signal ratio
#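 Drosophila S3 cells loaded with oleic acid (400 uM, as added) and compounds at several concentrations; lipid droplets imaged by 488-nm laser-scanning cytometry, 500–530 nm intensity and object ratio to cell channel. Percent activity normalized to 20 uM Triacsin C.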
# S3 lipid droplet cell count max: further read-out of S3 lipid droplet, marked with its call; cell number change, %; measured here: cell count max response;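 cells counted by Cell Tracker Red CMTPX staining in the red channel; peak over a dose series mostly up to 46.1 µM; percent activity relative to internal control wells on each plate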
# An asterisk follows results filed as active; i = inactive; ? = inconclusive; . = no result given; & = joins results of further samples; [ ] = another dose, or the depositor's remark. % is scaled to controls: 0 for no effect and ±100 for the full control effect; potency is read from the fitted curve at half-maximal effect.
SMILES,S3 lipid droplet,S3 lipid droplet cell count max
O=C(c1ccc(F)cc1)N1CCCN(c2nc(-c3ccccc3)ns2)CC1,i,-10
COC(=O)c1ccccc1NC(=O)/C=N/O,i,.
COc1cc(OC)c2c(C)c(Cl)c(=O)oc2c1,?,.
Cc1ccc(/C=N/NC(=O)CN(Cc2ccccc2)S(=O)(=O)c2ccc3c(c2)OCCO3)cc1,?,.
CCOc1ccc(NS(=O)(=O)c2ccc(C(=O)NCC3(N4CCCCC4)CCCCC3)cc2)cc1,12%,-7
Nc1cccc(Nc2ncnc3ccccc23)c1,15%,-13
O=S(=O)(c1cnccc1N1CCN(/N=C/c2ccccc2)CC1)N1CCCCC1,?,.
O=C1Cc2cc(NS(=O)(=O)c3ccc(Cl)cc3)cc3c2N1CCC3,6%[0.0737 µM],-20
CCC(C)Oc1nc2ccccc2nc1NS(=O)(=O)c1ccccc1 (configuration not stated),i,16
O=C(NC(=S)NCCC1=CCCCC1)c1cccnc1,0%,8
Cc1onc(-c2c(F)cccc2Cl)c1C(=O)c1ccccc1,?,.
CCOc1ccc(OCCSc2ccc(S(=O)(=O)N3CCN(C)CC3)cn2)cc1,-25%,-4
COc1ccc(CNC(=O)c2ccncc2)cc1,-7%,-3
COC(=O)c1ccc(CC(=O)c2nc3ccccc3s2)cc1,?,.
CC(C)CCN1CC(C(=O)NCCC2=CCCCC2)CC1=O (configuration not stated),?,.
Cc1ccc(C2CC(=O)NC(SCCC(C)C)=C2C#N)cc1 (configuration not stated),6%,5
CCn1cc(C(=O)Nc2cccc(C)c2)c(=O)c2ccc(C)nc21,-4%,13
Cc1ccc(/C(O)=C2\C(=O)C(=O)N(c3cc(C)on3)C2c2cccc(Br)c2)cc1 (configuration not stated),i,-11
O=C(Nc1ccccc1N1CCOCC1)c1ccc([N+](=O)[O-])cc1,-9%,22
COc1ccc(S(=O)(=O)Nc2cc3c4c(c2)CCN4C(=O)CC3)cc1OC,i,.
Cc1ccccc1NC(C)C(=O)N/N=C/c1c[nH]c2ccccc12 (configuration not stated),?,.
NS(=O)(=O)c1ccc(NS(=O)(=O)c2ccc(NC(=O)c3ccc(-c4ccccc4)cc3)cc2)cc1,?,.
COc1cc2c(cc1OC)C(C(=O)NCc1ccco1)C(c1cccs1)N(C)C2=O (configuration not stated),?,.
COc1ccc(CNc2nccs2)cc1OC,i,17
COc1ccc(-n2nc(C(=O)NCC(=O)NCCCN3CC(C)CC(C)C3)c3ccccc3c2=O)cc1OC (configuration not stated),?,.
CCc1ccc(-c2cc(C)no2)cc1S(=O)(=O)Nc1ccccn1,i,-19
COc1ccc(C2NC(=O)c3ccccc3N2)cc1OC (configuration not stated),-5%,3
CCOC(=O)C(N)CSC1CC(=O)N(c2ccc(OC)cc2)C1=O (configuration not stated),3.3µM*,-13*
Fc1ccccc1Cc1ccc(Cl)nn1,?,.
CCOc1c(O)ccc(C2NC(=O)N(C)C(C)=C2C(=O)OC)c1[N+](=O)[O-] (configuration not stated),0%,19
CC(C)N(Cc1nc(-c2ccccc2)no1)C(=O)CSc1ccccc1,?,.
Cc1cc(C)n(-c2c(F)c(F)c(CO)c(F)c2F)n1,?,.
COc1ccc(CCC(=O)NCCc2nc3ccccc3[nH]2)cc1,?,.
COc1ccc(CCC(=O)N2CCCc3ccccc32)cc1,?,.
CCc1cc(C(=O)NNC(=O)c2csc(N3CCOCC3)n2)sc1C,?,.
Cc1cccc(NC(=O)CSc2nnc(CNC(=O)c3ccc(S(=O)(=O)N(C)C)cc3)n2-c2cccc(C)c2)c1,-7%,-17
Cc1ccc(S(=O)(=O)NCC(=O)NCc2cc(=O)n(C)c(=O)n2C)cc1,8%,8
CC(C)C(NC(=O)c1ccc(F)cc1)C(=O)N1CCOCC1 (configuration not stated),-10%,6
COc1ccc(OCCC(=O)Nc2cc(C)on2)cc1,0%,5
CCC(C(=O)NCc1ccco1)N(C(=O)CNS(=O)(=O)c1ccccc1)c1ccc(F)cc1 (configuration not stated),i,-3
COc1cccc(-n2nc(-c3ccnn3-c3ccc(C)cc3)c(=O)n(C)c2=O)c1,?,.
CCOC(=O)Nc1n[nH]c(NC(=O)OCC)c1[N+](=O)[O-],?,.
COC(=O)c1cnn(-c2cc(Oc3ccccc3)ncn2)c1N,19%,-1
CCN1CCN(CC(=O)c2ccc(OC)cc2)CC1,?,.
CCOC(=O)N1CCC(NC(=O)c2cc(COc3c(C)cccc3C)on2)CC1,?,.
COC(=O)c1ccc(CSc2nc3c(cnn3-c3ccc(C)c(C)c3)c(=O)[nH]2)o1,3%,-6
O=S(=O)(c1cccc(-c2cn3cccnc3n2)c1)N1CCCCCC1,?,.
CC(C)[C@H](NC(=O)c1ccccc1)C(=O)OCC(=O)NCCC1=CCCCC1,-29%,14
COc1ccc(-c2coc3c(CN4CCCCC4)c(O)c(CN4CCCCC4)c(O)c3c2=O)cc1,?,.
CCc1cc(-c2n[nH]c(C)c2-c2nc3ccccc3n2C)c(O)c(CN2CCN(C)CC2)c1O,?,.
Cc1ccc(S(=O)(=O)[N-]c2nc3ccccc3nc2-[n+]2cc(C)cc(C)c2)cc1,?,.
C[C@@H]1NC(=O)c2cc([N+](=O)[O-])cc(I)c2NCC[C@@H](C(N)=O)NC(=O)[C@H](CC(N)=O)NC1=O,?,.
COc1ccc(N(CC(=O)NCCc2ccc(C)cc2)S(=O)(=O)c2c(C)noc2C)cc1,14%,-9
COc1ccc2nc(NC(=O)CCNC(=O)c3ccccc3Cl)sc2c1,4%,9
CCN(CC)C(=O)COc1ccc2c3c(c(=O)oc2c1)CCCC3,?,.
CN1CCN(C2=Nc3cc(F)ccc3Cc3ccccc32)CC1,-1%,-3
CCOC(=O)C1CCN(CC(=O)c2c(C)[nH]c3ccccc23)CC1,i,.
CN1CCC(N(C)C(=O)c2ccccc2Nc2ccc(SC(F)F)cc2)CC1,13%,9
CCCOc1ccc(N2C(=O)CC(N3CCC(O)(c4cccc(C(F)(F)F)c4)CC3)C2=O)cc1 (configuration not stated),i,1
Cc1ccc(/C=N/NC(=O)C(=O)N/N=C/c2ccc(C)o2)o1,3%,13

# Profiles, looked up by structure. Order of values: S3 lipid droplet | S3 lipid droplet cell count max
# Entry for COC(=O)c1cnn(-c2cc(Oc3ccccc3)ncn2)c1N → 19% | -1
# Entry for Nc1cccc(Nc2ncnc3ccccc23)c1 → 15% | -13
# Entry for Cc1ccc(/C(O)=C2\C(=O)C(=O)N(c3cc(C)on3)C2c2cccc(Br)c2)cc1 (configuration not stated) → i | -11
# Entry for CCc1cc(C(=O)NNC(=O)c2csc(N3CCOCC3)n2)sc1C → ? | .
# Entry for NS(=O)(=O)c1ccc(NS(=O)(=O)c2ccc(NC(=O)c3ccc(-c4ccccc4)cc3)cc2)cc1 → ? | .

# Next part.
SMILES,S3 lipid droplet,S3 lipid droplet cell count max
Oc1c(Br)cc(Br)cc1C=NCc1ccccc1,?,.
C=CCn1c(O)c(N=NC(=S)Nc2ccc(OC)cc2)c2ccccc21,?,.
CCNC(=O)/C=C/c1ccccc1[N+](=O)[O-],-3%[9.22 µM],3
C=CCn1c(=O)c2c(C)c(C)sc2n2c(Nc3ccccc3)nnc12,?,.
COc1cc(OC)c(OC)cc1CNC(=O)c1ccc(S(=O)(=O)N2CC(C)OC(C)C2)cc1 (configuration not stated),?,.
Cc1c(C(=O)N2CCN(c3ccccc3F)CC2)oc2c1C(=O)CC(C)(C)C2,?,.
COc1ccc(NC(=S)N2CCN(S(=O)(=O)c3ccc(C)cc3)CC2)cc1,?,.
O=c1[nH]ncc(NCCc2ccccc2)c1Cl,6%,14
CCCCSc1nc2ccc(Nc3nc(N4CCOCC4)nc(N4CCOCC4)n3)cc2s1,i,-15
COc1ccc(C2(O)CN(c3ccccc3)C3=[N+]2CCS3)cc1OC (configuration not stated),?,.
CCCCc1nc(SCc2ccc([N+](=O)[O-])cc2)n[nH]1,?,.
Cc1cccc(NC(=O)c2nc[nH]c2C(=O)N(C)Cc2ccccc2)c1,?,.
CC1(C(=O)CSc2n[nH]c(-c3ccccc3Cl)n2)CCC(=O)O1 (configuration not stated),-10%,7
Cc1ccsc1/C=N/NC(=O)C1C(=O)NCC1c1ccccc1 (configuration not stated),-3%,24
Cc1cc2nc(C)c(Cc3ccccc3)c(=O)n2[nH]1,14%,4
O=C(NCc1cccnc1)C12CC3CC(CC(Cl)(C3)C1)C2,?,.
O=C(NCc1ccco1)C1CCN(C(=O)c2cc3sccc3n2Cc2ccc(F)cc2)CC1,i,.
CCOC(=O)c1ccc(NC(=O)CSc2nnc(-c3ccncc3)n2C)cc1,22%,4
NC(=O)N=Nc1c(O)n(Cc2ccccc2)c2ccc(Br)cc12,?,.
CCOc1ccc(S(=O)(=O)N2CCC(C(=O)OCc3ccc(OC)cc3)CC2)cc1,21%[0.0737 µM],.
CCc1n(CC(O)COCc2ccccc2)c2ccccc2[n+]1C (configuration not stated),?,.
CC1CCN(C(=O)c2ccccc2NC(=O)c2cccs2)CC1,?,.
O=C(Cc1cccs1)Nc1ccc(S(=O)(=O)N2CCCC2)cc1,?,.
O=C1CCC(C(=O)N2CCCC(N3CCN(c4cccc(C(F)(F)F)c4)CC3)C2)=NN1 (configuration not stated),11%,.
Cc1nn(S(=O)(=O)N(C)C)c(C)c1CN1C(=O)c2ccccc2C1=O,i,.
CCC(C)n1c(SCC(=O)NC(=O)Nc2ccc3c(c2)OCCO3)nc2ccccc2c1=O (configuration not stated),?,.
NNC(=S)Nc1ccc(Cl)cc1,?,.
COCCNC(=O)/C(C#N)=C/c1c(N2CCN(c3ccccc3)CC2)nc2c(C)cccn2c1=O,-5%,-7
Cc1ccnc(NS(=O)(=O)c2ccc(N)cc2)n1,-5%,9
CC(=O)Nc1ccc(N2CCC(C)CC2)c([N+](=O)[O-])c1,?,.
COc1ccc(-c2cc(NCCc3ccncc3)n3ncnc3n2)cc1,?,.
COc1ccc(OCCSc2nnc(-c3ccoc3C)n2C)cc1,?,.
C=CCNS(=O)(=O)c1cc2c3c(c1)CCN3C(=O)CC2,i,.
CC1CCN(C(=O)C2COc3ccccc3O2)CC1 (configuration not stated),?,.
O=C(CN1C(=O)S/C(=C\C=C\c2ccccc2)C1=O)N1CCOCC1,-8%,5
CC(C)C(NC(=O)C1CCC(C(C)(C)C)CC1)C(=O)NCCc1ccc(S(N)(=O)=O)cc1 (configuration not stated),1%,-2
CCCN1C2=NCCCN2c2ccccc21,?,.
COc1ccc(N(C)C(=O)c2ccc3c(Cl)c4c(nc3c2)CCCC4)c(OC)c1,?,.
O=C(Nc1ccccc1N1CCOCC1)C1=COCCO1,-9%[0.0737 µM],6
COc1ccccc1C1(CC(=O)Nc2nccs2)CCOC(C(C)C)C1 (configuration not stated),-12%,.
CCN(Cc1ccccc1)C(=O)CCc1nnc(CCCc2ccccc2)o1,-9%,-14
CCN(Cc1ccc2c(c1)OCO2)C(=O)CSc1ncnc2sccc12,?,.
O=C(CSc1ccc(C(F)(F)F)cn1)Nc1ccccc1,-15%,3
CC(C)c1ccc(C2/C(=C(\O)c3ccc4c(c3)OCCO4)C(=O)C(=O)N2CCN2CCOCC2)cc1 (configuration not stated),?,.
CCOC(=O)CNC(=O)c1ccc(C)cc1,?,.
COc1cc(C(=O)Nc2ncccc2C)ccc1OCC(=O)N1CCOCC1,?,.
Cc1ccc(/C=C2\Oc3c(ccc(O)c3CN3CCN(C)CC3)C2=O)cc1,1%,12
C[C@H]1CN=C(Nc2ccccc2)N1CC1CCCCC1,?,.
CCOc1cc2[nH]c(=O)n(CCCCCC(=O)NC3CCCC3)c(=O)c2cc1OCC,?,.
CC(C)NCC(O)COc1ccc(CCOCC2CC2)cc1 (configuration not stated),-6%&-1%&-5%,-2&11&-1
CCC(NC(=O)c1[nH]c(C)c(C(C)=O)c1C)c1ccc(Br)cc1 (configuration not stated),-19%,-2
CCOc1ccc(Br)cc1S(=O)(=O)NC1CC(C)(C)NC(C)(C)C1,?,.
N/C(COc1cc(Cl)cc(Cl)c1)=N\O,?,.
CCC(=O)OCCNc1cc(Sc2nc3ccccc3[nH]2)c2nonc2c1[N+](=O)[O-],?,.
O=C(NC(NC(=S)Nc1ccccc1C(=O)O)C(Cl)(Cl)Cl)c1ccco1 (configuration not stated),5%,10

# Compounds listed so far that have an NH in an aromatic ring:
SMILES,S3 lipid droplet,S3 lipid droplet cell count max
Cc1ccccc1NC(C)C(=O)N/N=C/c1c[nH]c2ccccc12 (configuration not stated),?,.
COc1ccc(CCC(=O)NCCc2nc3ccccc3[nH]2)cc1,?,.
CCOC(=O)Nc1n[nH]c(NC(=O)OCC)c1[N+](=O)[O-],?,.
COC(=O)c1ccc(CSc2nc3c(cnn3-c3ccc(C)c(C)c3)c(=O)[nH]2)o1,3%,-6
CCc1cc(-c2n[nH]c(C)c2-c2nc3ccccc3n2C)c(O)c(CN2CCN(C)CC2)c1O,?,.
CCOC(=O)C1CCN(CC(=O)c2c(C)[nH]c3ccccc23)CC1,i,.
O=c1[nH]ncc(NCCc2ccccc2)c1Cl,6%,14
CCCCc1nc(SCc2ccc([N+](=O)[O-])cc2)n[nH]1,?,.
Cc1cccc(NC(=O)c2nc[nH]c2C(=O)N(C)Cc2ccccc2)c1,?,.
CC1(C(=O)CSc2n[nH]c(-c3ccccc3Cl)n2)CCC(=O)O1 (configuration not stated),-10%,7
Cc1cc2nc(C)c(Cc3ccccc3)c(=O)n2[nH]1,14%,4
CCOc1cc2[nH]c(=O)n(CCCCCC(=O)NC3CCCC3)c(=O)c2cc1OCC,?,.
CCC(NC(=O)c1[nH]c(C)c(C(C)=O)c1C)c1ccc(Br)cc1 (configuration not stated),-19%,-2
CCC(=O)OCCNc1cc(Sc2nc3ccccc3[nH]2)c2nonc2c1[N+](=O)[O-],?,.

# An excerpt; rates above refer to the full screens.
